# DT40 TDP1 no CPT – qHTS for Inhibitors of human tyrosyl-DNA phosphodiesterase 1 (TDP1): qHTS in cells in absence of CPT; DT40 Tdp1-/- hTDP1 cells, no CPT, ATP luminescence, 48 h; Potency, µM (titrated, usually from 46.2 µM), without a hit: at the top dose activity change, negative = growth inhibition, most hits filed as inhibitors; 420,000 tested, 15% active; note: nearly all actives have a fitted effect of over 55% in size
#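 Chicken DT40 Tdp1-/- cells stably complemented with human TDP1 were seeded at 400 cells/well with DMSO in place of 20 nM camptothecin. After compound pinning, cells grew at least 48 hr at 37 °C; viability read by CellTiter-Glo luminescence.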
# TDP1 cell CPT – growth inhibition of DT40 Tdp1-/-;hTDP1 cells with camptothecin (screen for TDP1 inhibitors) | chicken DT40 Tdp1-/-;hTDP1 cells + 20 nM CPT, ATP luminescence, 48 h | Potency, µM (top dose mostly 46.2 µM), for the others: at the highest dose activity change, negative = growth inhibition, most hits filed as inhibitors | 420,000 tested, 12% active | AID 686979; note: nearly all actives have a fitted effect of over 55% in size
#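 Chicken DT40 Tdp1-/- cells complemented with human TDP1, 400 cells/well, exposed to compounds plus 20 nM camptothecin for at least 48 h at 37 C; viability read as ATP content by CellTiter-Glo luminescence.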
# GCN5L2 inh – inhibitors of human GCN5L2 histone acetyltransferase; Q92830; 390,000 tested, 0.21% active; GCN5L2 HAT assay, ThioGlo1 CoA-SH fluorescence; Potency, µM (series often up to 58.9 µM), inactives show at the highest dose activity change, negative = inhibition, actives largely listed as inhibitors
# Target sequence (Q92830 whole entry, looked up): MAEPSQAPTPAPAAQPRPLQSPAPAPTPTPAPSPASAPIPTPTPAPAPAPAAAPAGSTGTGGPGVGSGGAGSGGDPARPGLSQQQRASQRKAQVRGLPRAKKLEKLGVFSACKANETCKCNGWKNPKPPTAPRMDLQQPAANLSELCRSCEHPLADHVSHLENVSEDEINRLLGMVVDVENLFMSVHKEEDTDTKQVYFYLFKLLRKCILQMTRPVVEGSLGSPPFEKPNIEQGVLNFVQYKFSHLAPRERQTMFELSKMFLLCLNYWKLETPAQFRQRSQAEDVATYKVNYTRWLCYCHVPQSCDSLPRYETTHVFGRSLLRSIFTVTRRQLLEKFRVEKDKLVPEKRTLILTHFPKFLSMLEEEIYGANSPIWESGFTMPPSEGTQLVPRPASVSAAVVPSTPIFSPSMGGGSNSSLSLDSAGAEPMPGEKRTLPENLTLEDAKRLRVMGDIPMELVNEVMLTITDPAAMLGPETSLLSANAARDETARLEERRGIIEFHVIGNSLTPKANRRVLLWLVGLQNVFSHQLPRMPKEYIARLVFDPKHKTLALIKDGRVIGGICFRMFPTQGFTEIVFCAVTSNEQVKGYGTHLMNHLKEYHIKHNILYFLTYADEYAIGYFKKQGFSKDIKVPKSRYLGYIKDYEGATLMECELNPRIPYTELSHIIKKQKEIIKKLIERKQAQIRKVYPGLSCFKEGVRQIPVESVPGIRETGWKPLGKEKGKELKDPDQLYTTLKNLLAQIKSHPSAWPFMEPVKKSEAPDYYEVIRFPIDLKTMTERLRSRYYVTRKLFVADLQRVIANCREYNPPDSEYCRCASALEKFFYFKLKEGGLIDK
#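 Preincubate 20nM GCN5L2 with compound 15 min, RT → add 50uM ThioGlo1 + 75uM H3(1-25) + 70uM acetyl-CoA → read fluorescence 0 and 20 min. Primary qHTS; fluorescent artifacts likely.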
# Numbers without * were called inactive; u = inconclusive; x = not tested or not shown; & = joins results of further samples. Calls come from the whole dose curve; as a rule, active = well fitted curve in the direction sought with a large enough effect; inconclusive = small, poorly fitted or top-dose-only effect, or another doubt; inactive = no such curve, though single readings can be large; an effect the other way counts as inactive or inconclusive. % is set by controls: 0 for no effect and ±100 for the full control effect; potency is the fitted concentration of half-maximal effect.
# Order of results – DT40 TDP1 no CPT, TDP1 cell CPT, GCN5L2 inh
- O=C(CCC1N=C2c3ccccc3N=C(SCC(=O)NCCc3ccccc3)N2C1=O)NCc1ccc(F)cc1 (stereo unspecified)
  u, u, -1%
- Cc1ccnc(Nc2nc(-c3ccccc3)cs2)c1
  u, u, -5%
- Cc1ccc(C(C)C)cc1OCC(=O)NC1CCCCCCC1
  u, 18µM*, -2%
- OCC[C@H]1C[C@@H](O)[C@H](O)[C@@]2(CCCO2)O1
  16%, -12%, x
- CC(=O)c1cccc(NC(=O)COC(=O)CCc2ccc(S(=O)(=O)N3CCOCC3)cc2)c1
  12%, 1%, -7%
- CCc1ccccc1NC(=O)Nc1cccs1
  -11%, -7%, -5%
- COc1ccc(CCNC(=O)COc2ccc(-c3ccc(C)cc3)cc2)cc1OC
  u, u, -1%
- O=C(C1CCCN(Cc2ccccc2F)C1)N1CCCC1 (stereo unspecified)
  -8%, -16%, -8%
- Cc1ccnc(N2C(=O)c3ccccc3C2Nc2ccc3c(c2)OCCO3)c1 (stereo unspecified)
  u, u, -8%
- CCOc1cccc(C(=O)Nc2cccc(NC(=O)c3ccco3)c2)c1
  u, -29%, -11%
- COc1ccc(Cc2nc3ccccc3n2CC(=O)N/N=C/c2ccc(O)cc2)cc1OC
  14%, -3%, -2%
- O=C(C1CCCCC1)N1CCC(CO)(Cc2ccccc2Cl)CC1
  21µM*, u, -7%
- O=C(COC(=O)/C=C/C(=O)N1CCN(c2ccccc2)CC1)NCc1ccc(F)cc1
  -19%, -3%, -10%
- CCOC(=O)Cn1nc(NC(=O)c2ccc3c(c2)OCO3)cc1C
  u, u, -5%
- O=C(CSc1nc2ccc([N+](=O)[O-])cc2[nH]1)c1ccc2ccccc2c1
  u, u, -7%
- CCC(C)Sc1nnc(CNC(=O)C23CC4CC(CC(C4)C2)C3)n1C1CCCCC1 (stereo unspecified)
  u, u, -2%
- c1ccc(Cc2noc(CN3CCCN(C4Cc5ccccc5C4)CC3)n2)cc1
  u, u, u
- Cc1ccc2nc(-c3ccccn3)cc(C(=O)N3CCN(c4ncccn4)CC3)c2c1
  13µM*, 21µM*, -4%
- CCOC(=O)c1cc2oc(C)cc2n1CC(=O)OC1CCCCC1
  -10%, -22%, -6%
- O=C(COC(=O)c1cnccn1)Nc1cc(S(=O)(=O)N2CCOCC2)ccc1Cl
  -3%, 6%, -2%
- CCOc1ccc(NC(=O)CN(C)C(=O)C2CCN(C(=O)c3ccc(Cl)cc3)CC2)cc1OCC
  -11%, -6%, -6%
- Cc1ccnc(NC(=O)c2ccc(NC(=O)CC3SC(N4CCCC4)=NC3=O)cc2)c1 (stereo unspecified)
  -30%, -19%, -2%
- Cc1cc(C(=O)CSc2cccc[n+]2[O-])c(C)n1-c1ccccc1
  u, -16%, -4%
- O=C(NCCc1cccc(Cl)c1)c1cccc([N+](=O)[O-])c1
  u, u, -3%
- O=C(CCN1C(=O)c2ccccc2C1=O)Nc1sc2c(c1C(=O)NCc1ccco1)CCCC2
  -10%, -1%, -8%
- CCCCN(CC)Cc1ccc(CNC(=O)Nc2ccc(F)cc2)o1
  5.6µM*, 4.5µM*, -15%
- CCOc1ccc(NC(=O)CCC(=O)c2ccc(OC)cc2)cc1
  -2%, -4%, -5%
- Cc1ccc(NC(=O)C2CC(=O)Nc3ncnn32)cc1Cl (stereo unspecified)
  16%, -29%, -2%
- COC(=O)C1=C(C)N(c2cccc(C)c2)C(=O)/C1=C\c1cccs1
  u, u, -19%
- CCCCCCOc1ccc(N2C(=O)CC(SCCN)C2=O)cc1 (stereo unspecified)
  1%, 20%, -3%

# 4 entries picked at random from those above:
# Order of results – DT40 TDP1 no CPT, TDP1 cell CPT, GCN5L2 inh
- CCOc1ccc(NC(=O)CCC(=O)c2ccc(OC)cc2)cc1
  -2%, -4%, -5%
- CCCCCCOc1ccc(N2C(=O)CC(SCCN)C2=O)cc1 (stereo unspecified)
  1%, 20%, -3%
- CCCCN(CC)Cc1ccc(CNC(=O)Nc2ccc(F)cc2)o1
  5.6µM*, 4.5µM*, -15%
- O=C(C1CCCCC1)N1CCC(CO)(Cc2ccccc2Cl)CC1
  21µM*, u, -7%

# Continuation:
# Order of results – DT40 TDP1 no CPT, TDP1 cell CPT, GCN5L2 inh
- Cc1cccc(OCC(=O)N=Nc2c(O)[nH]c3ccc([N+](=O)[O-])cc23)c1
  u, -7%, -15%
- Cc1nnc(NC(=O)c2c(F)cccc2F)s1
  -14%, 1%, -4%
- O[C@H]1CN(CC2CCCCC2)[C@@H](c2ccccc2)C[C@@H]1n1cc(C2CC2)nn1
  u, -22%, x
- C=CCn1cc(F)c(=O)n(CC=C)c1=O
  3%, -17%, -9%
- CCc1sc(C(=O)NNC(=O)c2cncc(Br)c2)cc1C
  -5%, -9%, -11%
- O=C(NCCO[N+](=O)[O-])c1cccnc1
  -6%&-19%, 12%&-14%, -5%
- COc1cccc(OC)c1-c1cnc(NC(C)=O)cn1
  1%, -4%, x
- Nc1ccccc1SCc1cc([N+](=O)[O-])cc2c1OCOC2
  -25%, -10%, -11%
- CCN(CC)CCn1c(NCc2cccc(OC)c2OC)nc2ccccc21
  u, u, 2%
- COc1ccc(NC(=S)NC2CC3CCCC(C2)N3C2CC2)cc1 (stereo unspecified)
  -29%, u, -11%
- CCCSc1nc(C)c(-c2csc(C(C#N)=C3CCCC3)n2)cc1C#N
  -28%, -18%, -28%
- Cc1ccc(NC(=O)CCC(=O)NNC(=O)NC23CC4CC(CC(C4)C2)C3)cc1C
  -13%, -20%, -2%
- CCc1ccc(N2CC(C(=O)Nc3cccc(C(=O)NC4CC4)c3)CC2=O)cc1 (stereo unspecified)
  4%, 2%, -3%
- Cc1ccc2c(c1)N(CC(=O)NCC1CCCO1)C(=O)C(C)O2 (stereo unspecified)
  2%, 0%, 0%
- Cc1ccccc1COc1ccc(-c2nn[nH]n2)cc1
  u, u, -1%
- C/C(=N/N1CCN(Cc2cccc3ccccc23)CC1)c1ccco1
  u, 4%, -2%
- COc1ccc(-c2csc(C(C)(O)c3cccc(F)c3)n2)cc1 (stereo unspecified)
  13µM*, 18µM*, x
- COC(=O)C(CCSC)NC(=O)Cn1ncc2c(=O)oc3ccccc3c21 (stereo unspecified)
  -15%, u, u
- CCCCCCCc1c(O)nc(SCC(=O)O)[nH]c1=O
  25%, 9%, -15%
- CCS(=O)(=O)Nc1ccc(C2=NN(S(=O)(=O)c3ccc(F)cc3)C(c3ccco3)C2)cc1 (stereo unspecified)
  -24%, u, 0%
- Cc1c(C(=O)c2no[n+]([O-])c2C(=O)c2cnn(C)c2C)cnn1C
  3.7µM*, 2.6µM*, 1%
- O=C(Oc1ccccc1)N1CCC2(CCCN(c3ncccn3)C2)CC1
  18µM*, -25%, -8%
- COc1ccc(/C=N/N2CCOCC2)cc1COc1ccc(F)cc1
  u, u, -5%
- Cc1ccc(OCC(=O)N/N=C/c2ccncc2)cc1
  -28%, -24%, -6%
- CC(=O)c1ccc(NC(=O)c2cc(Cl)sc2Cl)cc1
  u, u, 0%
- CCc1ccccc1NC(=O)NCCN1CCCCC1
  2%, -12%, -3%
- COc1ccc(C(=O)OCc2ccccc2C#N)cc1S(=O)(=O)N1CCOCC1
  -27%, 2%, x
- CCc1ccc(NC(=O)C2C3CCC(O3)C2C(=O)O)cc1 (stereo unspecified)
  -16%, -1%, 1%
- COC(=O)C1=C(C(=O)OC)[C@@H]2N(C)c3ccc(OC)cc3[C@@]23C[C@@H](C(=O)OC)N(C(=O)c2ccco2)C3=N1
  0%, -7%, x
- COc1cc(OC)cc(-c2cc3nc(C)c(CCC(=O)Nc4ccccc4OC)c(C)n3n2)c1
  23µM*, u, -11%

# Following part.
# Order of results – DT40 TDP1 no CPT, TDP1 cell CPT, GCN5L2 inh
- N#CC(C#N)=C1CCCc2sccc21
  -3%, 3%, x
- CCCSCC(=O)Nc1ncc2c(n1)-c1ccccc1CC2
  -5%, 3%, -30%
- COc1ccccc1CN1C[C@@H]2C[C@@H](C3=Cc4cc(Cl)ccc4OC3)N3CCC[C@@]23C1=O
  u, u, -9%
- Cc1cc(F)ccc1C(O)c1ncc(-c2cccc(F)c2)[nH]1 (stereo unspecified)
  u, -9%, x
- CCOC(=O)C1C(C(=O)OC)=C(c2ccc(OC)cc2)c2ccccc2N1S(=O)(=O)C(F)(F)F (stereo unspecified)
  16µM*, u, -5%&1%
- CCOc1ccc([C@@H]2CC=C(C(=O)O)CN2S(=O)(=O)c2ccc(C)cc2)cc1
  -7%, -10%, -1%
- COc1cccc(N2CCN(C3C4CC5CC(C4)CC3C5)CC2)c1 (stereo unspecified)
  u, u, 0%
- CCOc1cc(C(=O)Nc2cccc(-c3nc4ccccc4o3)c2)cc(OCC)c1OCC
  u, 0%, -2%
- c1cncc(-c2nc(NCc3ccc4c(c3)OCO4)c3ccccc3n2)c1
  21µM*, u, -1%
- COC(=O)c1c(C(=O)OC)c2c(-c3ccccc3)cc3cccc1n32
  u, u, x
- CC(C)C(=O)Nc1ccc(NC(=O)c2ccc(COc3ccccc3)cc2)cc1
  -1%, -15%, 0%
- CC1CCCC(NC(=O)CCC(=O)NCc2ccccc2)C1C (stereo unspecified)
  -13%, -3%, -2%
- CCOC(=O)C1=C(O)/C(=C\c2cc(C)n(-c3ccccc3F)c2C)N=C1C
  23µM*, 12µM*, -5%
- Cc1ccc(NC2C(=O)NC(=O)NC2=O)cc1
  -7%, -2%, x
- COc1ccc(NC(=O)C2=CC(c3cccs3)=NS(=O)(=O)N2C)cc1
  u, u, -15%&-6%
- COc1cccc(C2CC(=O)Nc3cc4c(cc32)OCCO4)c1OC(C)C (stereo unspecified)
  u, u, -2%
- CCOc1ccc(C(CC(=O)Nc2ccc(C(=O)OC)cc2)N2Cc3ccccc3C2=O)cc1OC (stereo unspecified)
  1%, 2%, 7%
- Cc1ccc(S(=O)(=O)N2[C@@H](c3cccc(C)c3)C(C(=O)O)=C[C@H]2CC2CCCC2)cc1
  -1%, -1%, -10%
- O=C(CSCCc1ccccn1)Nc1ccc(Br)cn1
  -2%, -5%, -4%
- CS(=O)(=O)N(CC(=O)N1CCOCC1)c1cc(Cl)ccc1Cl
  4%, -5%, 3%
- O=C(O)c1ccccc1C(=O)NNc1ccc(F)cc1
  -4%, -1%, -13%
- COc1cccc(NC(=O)COc2cc(O)c3c(c2)OC(C)(C)CC3=O)c1
  u, u, 0%
- CCC(/C=N/NC(=O)c1ccccc1F)CC
  -10%, 14%, -11%
- CC(=O)N1C2=CCCC3CCCCC23c2ccccc21 (stereo unspecified)
  26µM*, 21µM*, x
- Cc1ccc(NC(=O)c2oc3ccccc3c2NC(=O)c2ccc3c(c2)OCO3)cc1
  u, -28%, -19%
- COc1ccc(CNc2nccn3ccnc23)cc1
  -6%, -18%, x
- CCc1noc(C)c1C(=O)N1CCN(S(=O)(=O)c2ccccc2C(F)(F)F)CC1
  18%, -18%, -8%
- Cc1ccc(C)c(OCCC(=O)OCC(=O)NC2CCS(=O)(=O)C2)c1 (stereo unspecified)
  -3%, -2%, -2%
- CCC(C)NCCCOc1ccc(C)cc1OC (stereo unspecified)
  -21%, -7%, 0%
- CCCn1c2ccccc2c2cnn(CC(=O)NCCCN(CC)c3ccccc3)c(=O)c21
  u, u, -16%

# Entries of single compounds, looked up by structure. Order of values: DT40 TDP1 no CPT | TDP1 cell CPT | GCN5L2 inh
# Shown for CCCn1c2ccccc2c2cnn(CC(=O)NCCCN(CC)c3ccccc3)c(=O)c21 : u | u | -16%
# Shown for N#CC(C#N)=C1CCCc2sccc21 : -3% | 3% | x

# (further entries)
# Order of results – DT40 TDP1 no CPT, TDP1 cell CPT, GCN5L2 inh
- O=C(CN1CCN(C(=O)c2cncn2-c2ccc(F)cc2)CC1)Nc1ccccc1C(F)(F)F
  -21%, -8%, -4%
- CNC(=S)N(CCc1c(C)[nH]c2ccc(C)cc12)Cc1ccc(OC)c(OC)c1
  u, u, -4%
- COc1cc(OC)cc(-c2nc(-c3ccc(Br)cc3)no2)c1
  -19%, -6%, -3%
- COc1ccc(-c2nnc3n(CCc4ccccc4)c(=O)c4ccccc4n23)c(OC)c1
  13µM*, 18µM*, 1%
- O=C(Nc1nncs1)C12CC3CC(CC(C3)C1)C2
  -24%, 0%, 0%
- CN1CCN(CCC(=O)N/N=C/c2cc3c(cc2[N+](=O)[O-])OCO3)CC1
  -3%, -6%, -3%

# Three entries from above, as tab-separated lines.
canonical_smiles	DT40 TDP1 no CPT	TDP1 cell CPT	GCN5L2 inh
COc1cc(OC)cc(-c2nc(-c3ccc(Br)cc3)no2)c1	-19%	-6%	-3%
O=C(Nc1nncs1)C12CC3CC(CC(C3)C1)C2	-24%	0%	0%
CN1CCN(CCC(=O)N/N=C/c2cc3c(cc2[N+](=O)[O-])OCO3)CC1	-3%	-6%	-3%

# Bioassay records from PubChem BioAssay.
